# Bioassay records: PubChem BioAssay, several laboratories
# AddAB inh: less growth of phage-infected E. coli with AddAB. E. coli expressing H. pylori AddAB, absorbance growth. inhibition, % at 11.9 µM. 330,000 compounds, 0.29% hits; in the data active = inhibition above about 12%;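 also: 0% = vehicle wells of infected cells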
# phage Ecoli inh: E. coli growth loss with phage present; 360,000 compounds, 0.26% hits; inhibition, % at 11.9 µM; growth absorbance; in the data active = inhibition above about 11%
# HTR5A ag: counter-screen for OPRM1-OPRD1 agonists: human HTR5A agonism. P47898. HTR5A agonist assay, luminescence, cell-based. activation, % at 9.3 µM. 340,000 compounds, 0.61% hits. AID 504692; in the data active = activation mostly above about 9.5%, no sharp cut-off; inactive = mostly below about 7.6%;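 also: 0% = cells with vehicle only and 100% = reference agonist; strong numbers were not always called active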
# HTR5A inv ctr: inverse agonist of human HTR5A in OPRM1-OPRD1 counter-screen. P47898. HTR5A cell line, luminescence, inverse agonism. inhibition, % at 9.3 µM. 340,000 compounds, 0.083% hits; in the data active = inhibition mostly above about 23%, no sharp cut-off; inactive = mostly below about 18%;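 also: 0% = cells with DMSO and 100% = no-cell wells with DMSO; some compounds called inactive have numbers as strong as hits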
# E coli growth: bacterial growth inhibition, counter-screen for AddAB inhibitors. inhibition, % at 11.9 µM. E. coli V3065 growth, OD600 absorbance, 18 h. 330,000 compounds, 0.27% hits;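 active = inhibition above the campaign's mean inhibition across all tested compounds plus 3 SD, cut at about 9.9% in these data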;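 also: uninfected addAB+ strain grown without phage in ampicillin broth; 0% = DMSO wells and 100% = ciprofloxacin 0.95 µg/ml wells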
# SUMO Mot1 rescue: blocks SUMOylation pathway, rescuing yeast Mot1-301 growth; S. cerevisiae Mot1-301 growth rescue, ATP luminescence, 38.5C; percent above DMSO median, 100 means doubled; growth rescue, % at 18.8 µM; 320,000 compounds, 1% hits;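 active = every valid replicate shows activation above 250% relative to neutral control wells; inactive = the rest, any valid replicate at or below 250%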;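 also: OY570 slx delta 5 strain wells were the positive control but not used for scaling; some compounds called inactive have numbers as strong as hits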
# OPRM1-OPRD1 inv: inverse agonist of human OPRM1-OPRD1 heterodimerization; P35372+P41143; cell-based MOR-DOR heterodimer luminescence, inverse agonism; inhibition, % at 9.3 µM; 340,000 compounds, 0.21% hits; in the data active = inhibition above about 22%, passing the limit was not always enough;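 also: 0% = cells with DMSO and 100% = wells without cells with DMSO; values of inactives mirror those of a sister screen read the other way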
# Target sequence (P35372 whole entry, looked up): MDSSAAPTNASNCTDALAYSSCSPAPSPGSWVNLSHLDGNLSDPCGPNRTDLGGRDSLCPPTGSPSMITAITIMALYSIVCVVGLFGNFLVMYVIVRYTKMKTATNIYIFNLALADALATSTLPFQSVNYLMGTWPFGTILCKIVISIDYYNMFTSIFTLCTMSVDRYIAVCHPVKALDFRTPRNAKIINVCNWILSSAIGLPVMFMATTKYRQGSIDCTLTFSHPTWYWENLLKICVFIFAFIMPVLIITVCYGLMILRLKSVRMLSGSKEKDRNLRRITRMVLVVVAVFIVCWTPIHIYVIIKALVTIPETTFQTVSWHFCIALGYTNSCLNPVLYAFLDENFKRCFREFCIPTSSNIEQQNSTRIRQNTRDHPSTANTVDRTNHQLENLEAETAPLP
# Target sequence (P41143 whole entry, looked up): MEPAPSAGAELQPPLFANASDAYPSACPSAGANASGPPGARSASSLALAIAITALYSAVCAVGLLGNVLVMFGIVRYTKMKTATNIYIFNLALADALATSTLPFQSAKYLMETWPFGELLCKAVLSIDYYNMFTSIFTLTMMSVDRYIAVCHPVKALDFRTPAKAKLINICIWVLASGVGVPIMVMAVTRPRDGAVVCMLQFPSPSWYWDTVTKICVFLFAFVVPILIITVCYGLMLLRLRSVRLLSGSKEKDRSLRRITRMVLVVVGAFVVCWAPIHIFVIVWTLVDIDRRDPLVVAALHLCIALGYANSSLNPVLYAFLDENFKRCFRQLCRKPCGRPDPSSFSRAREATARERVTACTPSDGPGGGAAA
# PKA-R1A activ: activators of PKA-R1A complex | P00514+P68181 | PKA-R1A dissociation, Cy5-IP20 fluorescence polarization; scaled: DMSO 0%, 113 µM cGMP 100% | activation, % at 11.4 µM | 340,000 compounds, 0.083% hits;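 active = percent activation above the mean of all tested compounds plus 3 SD, cut at about 19% in these data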;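 also: higher means more PKAc released from R1A so a rise in polarization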
# DSG3 Ab inh: inhibitors of pemphigus antibody binding to human desmoglein-3. DSG3-coupled beads, scFv-anti-DSG3-GFP binding, flow cytometry; stronger effect = lower value. binding (percent of control), % at 10 µM. 310,000 compounds, 0.48% hits. AID 588358;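 active = binding more than 3 SD below its plate's average and above zero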; also: some compounds called inactive have numbers as strong as hits
# PfHsp90 set2: inhibits growth of yeast expressing Plasmodium falciparum Hsp90. AID 504621. S. cerevisiae expressing PfHsp90, BacTiter-Glo ATP, 48 h; yeast lacking PDR1 and PDR3 efflux regulators. inhibition, % at 9.4 µM. 310,000 compounds, 0.32% hits;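 active = every replicate shows inhibition above about 80%, whatever the replicate mean, limit read from the data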;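 also: 0% = DMSO neutral controls and 100% = 20 µM radicicol positive controls; yeast relying on Plasmodium falciparum Hsp90 in place of its own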
# MOR-DOR ag: agonists of human mu-delta opioid receptor heterodimerization | P35372+P41143 | cells, OPRM1-OPRD1 heterodimerization, luminescence | activation, % at 9.3 µM | 340,000 compounds, 0.3% hits | AID 504326; in the data active = activation above about 18%;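 also: 0% = vehicle-treated cells and 100% = reference agonist; values of inactives mirror those of a sister screen read the other way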
# * marks the source's active call; other numbers are inactive results; . = not tested or not shown. This is a random part of the collection; overall some 3.2% were active at least once.
SMILES,AddAB inh,phage Ecoli inh,HTR5A ag,HTR5A inv ctr,E coli growth,SUMO Mot1 rescue,OPRM1-OPRD1 inv,PKA-R1A activ,DSG3 Ab inh,PfHsp90 set2,MOR-DOR ag
COc1ccc(CN2C(=O)c3cccnc3C2Nc2ccc(OC)c(Cl)c2)cc1 (stereo not given),0.0,3.3,2,4,-1.9,.,15,-2,96,-11,-2.8
COc1ccc(S(=O)(=O)NC2CC2)cc1C(=O)N1CCOCC1,0.2,4.2,-4,11,1.3,6,16,-10,79,24,-3.2
CCCOc1ccc2c(=O)c(N3C(=O)c4ccccc4C3=O)c(C)oc2c1,-0.2,1.2,1,-2,0.3,-5,17,8,99,-12,-3.2
CNC(=O)CN1C(=O)c2cccc3cccc1c23,0.2,2.6,4,-10,3.6,11,4,-5,107,-24,-0.7
COc1cc(/C=N/OCC(=O)Nc2cc(C)cc(C)c2)ccc1OCc1ccc(Cl)cc1,2.7,-8.3,2,-8,-0.3,10,-14,-9,102,-6,2.4
CCN(CC)C(=O)c1ccc(-c2nnc(Nc3ccc(C(=O)N(C)C)cc3)c3ccccc23)cc1,2.5,0.5,-1,3,-1.9,6,22,-2,108,-7,-4.8
COc1cccc(/C=N/NC(N)=S)c1OCc1ccccc1Cl,-1.4,3.0,6,-15,-0.3,6,-3,10,99,3,0.5
Cc1ccc(C)c(NC(=O)CSc2nnc(-c3ccco3)o2)c1,1.6,3.0,-3,11,1.1,-10,7,1,111,0,-1.2
COCCCNC(=O)Cc1c(C)c2c(cc(C)c3c(C(C)(C)C)coc32)oc1=O,-0.9,-0.9,2,-7,-1.4,-15,0,-13,95,-41,0.0
O=C1C=Cc2cccc3ccc(O)c1c23,.,-0.8,-3,13,.,.,7,1,.,5,-1.4
CCCC(C(=O)NCCC(C)C)N(Cc1ccc(F)cc1)C(=O)c1snc(C(N)=O)c1N (stereo not given),-0.1,0.0,-6,20,-2.8,-8,4,1,116,1,-0.9
O=c1cc(CSc2ccccn2)nc(N2CCN(c3ccccc3)CC2)[nH]1,-0.7,2.5,0,4,-4.9,3,5,4,91,9,-1.0
CN1CCN(C(=O)/C(C#N)=C/c2ccc(F)cc2)CC1,0.9,3.2,-1,3,1.1,4,13,-4,99,-13,-2.6
COc1ccc(S(=O)(=O)NCc2cccnc2)cc1NC(=O)c1ccc(C)cc1,3.6,2.7,2,18,0.2,14,23,0,86,-6,-4.7
Cc1nc2ccc(NC(=O)C3COc4ccccc4O3)cc2s1 (stereo not given),2.3,2.1,-1,-13,-2.1,78,16,-7,97,4,-3.1
COc1cc(OC)cc(C(=O)N2c3ccc(F)cc3CCC2C)c1 (stereo not given),2.2,1.4,-4,-14,-1.1,121,-28,3,117,0,5.0
C[C@@H](CN=[N+]=[N-])CN1CC[C@H](C(C)(C)C)CCC1=O,5.0,-0.5,3,9,1.0,-17,11,2,94,10,-1.9
COc1ccc(CNC(=O)Cc2nn(C)c(=O)c3ccccc23)cc1,3.8,-2.1,-1,3,-0.2,-2,-4,-1,106,19,0.8
Cc1ccc(C)c(N2N=C(C(=O)Nc3cccnc3)CCC2=O)c1,0.3,-0.6,0,-1,0.2,-11,7,10,.,35,-1.6
COc1cc2c(cc1OC)/C(=C/C(=O)c1ccc(OC)c([N+](=O)[O-])c1)NCC2,.,1.0,6,-24,.,7,-28,-6,90,-4,5.0
O=C1c2ccccc2S(=O)(=O)N1CCCN1C(=O)c2ccccc2S1(=O)=O,.,2.5,3,-10,.,.,12,-3,92,.,-2.2
COCCNC(=O)C1c2ccccc2C(=O)N(CCOC)C1c1ccc(F)cc1 (stereo not given),2.5,3.6,0,1,-2.2,-14,-3,7,.,.,0.5
C=Cc1ccc(Cn2c(=O)n(CCCOC)c(=O)c3sccc32)cc1,2.2,1.1,1,-4,-0.8,1,5,8,114,2,-1.1
O=C(CCc1nnc(C2CCCCC2)o1)N1CCC(Oc2cccnc2)CC1,4.0,3.7,-7,11,-2.1,0,1,-1,95,54,-0.2
O=C(O)c1c2c(nc3ccc(S(=O)(=O)N4CCC(C(=O)NCc5ccccc5Cl)CC4)cc13)CCCC2,1.9,1.7,4,-8,-2.7,-14,11,-7,108,-8,-2.2
O=c1[nH]c2ccccc2nc1/C=C(\O)C1CC1,0.7,3.1,-1,-17,-0.5,-10,11,-12,99,2,-2.2
COc1ccc(N2CCN(CC(=O)c3ccc(O)cc3O)CC2)cc1,1.2,3.5,2,-9,2.9,-6,6,3,107,2,-1.2
Cc1cc[n+](CC(=O)N2CCCc3ccccc32)cc1,2.9,3.5,1,-1,-0.2,-8,15,-12,102,9,-2.6
CCCCN(C(=O)CCC(=O)Nc1cc(C)on1)C(C(=O)NC(C)(C)C)c1cccc(OC)c1OC (stereo not given),0.9,-0.5,1,-2,-1.0,173,12,-5,93,30,-2.1
O=C(CSc1nc2ccccc2c(=O)n1-c1ccc(F)cc1F)Nc1ccc2c(c1)CCC2,-0.7,-0.3,4,-17,0.2,2,-1,-1,102,-8,0.1
O=C(c1ccc2c(=O)n3c(nc2c1)CCC3)N1CCN(S(=O)(=O)c2ccccc2Br)CC1,.,0.3,-1,9,.,.,3,1,92,1,-0.7
COc1ccc(NC(=O)CN(C)S(=O)(=O)c2cccc3nsnc23)cc1,2.3,3.7,3,3,0.5,-13,8,-15,98,1,-1.6
Cc1ccc(OCC(=O)NNC(=O)CCc2ccccc2)c(Br)c1,1.4,2.5,-4,-1,-2.8,15,-2,-3,100,-7,0.2
CCc1cc(=O)oc2c(CNCc3c(F)cccc3Cl)c(O)ccc12,-0.2,1.7,1,-3,-0.4,-16,16,-15,114,23,-3.5
CCOC(=O)CCC(=O)Nc1ccc(S(=O)(=O)N2CCCCC2)cc1,0.3,-0.8,4,-10,0.9,177,1,-6,102,11,-0.2
COCCN1CCc2c(C)nc3c(-c4ccc(OC)c(OC)c4)cnn3c21,-1.0,1.3,-2,6,-2.1,-2,17,-7,97,21,-3.9
CC(=O)c1ccc(OCc2cc(C(=O)N(C)CCN3CCOCC3)no2)cc1,1.5,1.4,3,-22,0.6,-4,12,-4,103,19,-2.4
O=C(c1ccccc1)c1ccc(OCCOCCN2CCN(Cc3ccccc3)CC2)cc1,-2.3,-2.3,-3,7,-2.6,.,-14,-2,127,-12,2.9
COc1cc(C2SCC(=O)N2CCc2ccc(OC)c(OC)c2)ccc1O (stereo not given),2.1,4.7,.,.,-2.8,11,.,.,102,1,.
CCO[C@@H]1OC(C(=O)N2CCN(Cc3ccc4c(c3)OCO4)CC2)=C[C@H](c2ccc(C(F)(F)F)cc2)[C@H]1CCCO,2.4,2.3,-5,16,-0.7,3,-9,1,104,.,1.7
CN(C)/C=N/c1sccc1C(N)=O,3.0,1.4,1,13,-1.0,5,3,3,98,10,-0.5
COc1ccc(-c2nn(C)c(=O)c3ccccc23)cc1CNS(C)(=O)=O,-0.3,2.8,4,-10,1.7,-3,12,-4,102,4,-2.1
CS(=O)(=O)Nc1ccc(Oc2ncccn2)cc1,1.9,-0.4,2,-7,0.8,68,15,2,92,-1,-2.7
Oc1ccc(/C=N/NC2=NCCCCC2)c(O)c1,4.7,6.5,1,-4,4.3,.,-6,-2,96,7,1.1
Cc1ccc(S(=O)(=O)N(CC(=O)Nc2cccnc2)c2cccc(Br)c2)cc1,-0.7,1.4,1,3,-4.4,-5,-32,-7,119,0,5.8
OCCN1CCN(c2ncnc3c2c(-c2ccccc2)cn3-c2ccc(Br)cc2)CC1,3.6,1.1,6,-18,-1.4,26,-11,-4,98,-11,2.3
O=C(Cc1ccc(Cl)cc1)NCC(=O)N1CCCCCC1,2.0,0.3,1,-19,1.8,-11,14,1,111,17,-2.8
COc1ccc(-c2cn(-c3ccc(OC)cc3)c(=S)[nH]2)cc1,2.3,2.8,-1,2,0.1,20,18,0,119,-14,-3.4

# Profiles, quoted from the list. Values in the order: AddAB inh	phage Ecoli inh	HTR5A ag	HTR5A inv ctr	E coli growth	SUMO Mot1 rescue	OPRM1-OPRD1 inv	PKA-R1A activ	DSG3 Ab inh	PfHsp90 set2	MOR-DOR ag
# `O=C(c1ccccc1)c1ccc(OCCOCCN2CCN(Cc3ccccc3)CC2)cc1` is entered as -2.3	-2.3	-3	7	-2.6	.	-14	-2	127	-12	2.9
# `COc1ccc(-c2nn(C)c(=O)c3ccccc23)cc1CNS(C)(=O)=O` is entered as -0.3	2.8	4	-10	1.7	-3	12	-4	102	4	-2.1

# Later entries:
SMILES,AddAB inh,phage Ecoli inh,HTR5A ag,HTR5A inv ctr,E coli growth,SUMO Mot1 rescue,OPRM1-OPRD1 inv,PKA-R1A activ,DSG3 Ab inh,PfHsp90 set2,MOR-DOR ag
O=C(OCc1nc2ccccc2[n+]([O-])c1C(=O)c1ccccc1)c1cccs1,1.3,3.2,-5,12,-1.3,6,-7,-3,109,-60,1.5
CC(C)(C)C(=O)Cn1c(NCCO)nc2ccccc21,0.3,4.2,0,18,3.2,3,6,-2,104,1,-1.1
COc1ccc(-c2sc3cc4c(cc3c2-c2ccc3c(c2)OCCO3)OCO4)cc1,-1.4,0.8,4,25,-1.8,4,10,-4,102,16,-2.3
CCOc1ccccc1/C=N/Nc1nc2c(N)ncnc2n1[C@H]1O[C@@H](CO)[C@H](O)[C@@H]1O,0.2,-2.7,-1,7,0.0,-6,1,-4,110,13,-0.2
COCCN(C(=S)Nc1c(C)cccc1C)C(C)c1cccnc1 (stereo not given),5.3,1.3,11,13,0.4,5,8,-12,94,-4,-1.5
CCOC(=O)C1CCN(C(=O)C(C)Oc2ccc(Br)cc2)CC1 (stereo not given),1.2,3.6,0,-1,0.2,2,6,3,111,-55,-1.1
Cc1sc(NC(=O)C2=COCCO2)nc1-c1ccc(Br)cc1,-1.7,0.4,4,-11,-0.8,68,-11,-9,105,11,1.7
Cc1ccc(S(=O)(=O)N2CCC(=O)N(CCO)CC2)cc1,-0.5,3.0,9,-25,-0.7,-1,18,7,.,-6,-3.0
CCN(Cc1ccccc1)c1ccccc1,.,2.7,1,-5,.,.,5,-13,102,.,-0.9
COc1ccc(-c2c(C#Cc3ccsc3)c3cc(-c4ccc5c(c4)OCCO5)ccc3n2C)cc1,-0.9,2.2,-1,-3,-3.0,-8,5,5,99,-7,-0.9
COc1ccc(-c2nc3ccc(N4CCN(C)CC4)cc3c(=O)[nH]2)cc1,1.7,6.1,-2,5,-3.4,-1,5,-2,78,-15,-0.9
Cc1nccn1CCCNCc1c(C(=O)N2CCCCCCC2)nc2ccc(Cl)cn12,-0.8,-2.4,0,0,-0.3,-2,7,5,111,9,-1.4
CCOc1cc(/C=C\c2nc(O)c([N+](=O)[O-])c(=O)[nH]2)ccc1OC(C)C,0.8,-2.0,-3,9,-1.2,227,18,-10,96,-10,-3.9
CCOC(=O)c1c(C)[nH]c(C)c1S(=O)(=O)N(C)CC(=O)Nc1ccccc1C,1.2,2.4,-2,8,0.0,-8,17,3,98,13,-3.3
CNC(=O)COC(=O)c1cc(F)c(F)cc1Cl,1.4,1.9,3,-6,-3.4,257,3,8,69,-7,-0.5
COc1ccc(C(=O)Nn2c(CC(C)C)nc3cc(OC)c(OC)cc3c2=O)c(OC)c1,0.7,0.8,3,-13,-0.9,-1,13,2,135,1,-2.7
